Assay outcomes from PubChem.
D2 potentiator = positive allosteric modulators of human D2 dopamine receptor; hit rate 0.34% among 340,000; P14416; HEK293 T-REx D2, calcium flux, EC20 dopamine potentiation; AID 485347; potentiation, % at 10 µM;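 active = potentiation over 3 SD above the plate norm, cut at about 30% in these data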; also: 0% is about no effect
Target sequence (P14416 whole entry, looked up): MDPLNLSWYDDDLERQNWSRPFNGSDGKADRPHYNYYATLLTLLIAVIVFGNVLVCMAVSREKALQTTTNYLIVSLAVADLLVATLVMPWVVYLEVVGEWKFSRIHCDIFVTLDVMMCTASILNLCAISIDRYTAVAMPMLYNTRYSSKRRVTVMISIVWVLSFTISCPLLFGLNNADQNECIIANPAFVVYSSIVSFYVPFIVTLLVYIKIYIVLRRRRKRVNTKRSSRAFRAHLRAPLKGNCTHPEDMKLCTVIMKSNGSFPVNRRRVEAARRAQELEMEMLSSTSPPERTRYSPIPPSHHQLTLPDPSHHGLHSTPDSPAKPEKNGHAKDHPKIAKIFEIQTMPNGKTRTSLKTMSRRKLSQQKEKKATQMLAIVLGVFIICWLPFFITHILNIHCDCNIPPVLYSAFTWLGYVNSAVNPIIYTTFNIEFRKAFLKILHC
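Tetracycline-induced HEK293 T-REx cells force-coupled to calcium signalling expressed D2; compounds were pin-added after a 10 s baseline, read kinetically 180 s, then an EC20 dopamine challenge followed with a further 180 s calcium read.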
Vif-A3F inh = blocks the Vif interaction with APOBEC3F; HeLa A3F-eYFP + Vif (tagged APOBEC3F with the HIV-1 protein that degrades it), YFP fluorescence increase; Potency, µM (top dose mostly 46.1 µM), for inactives: at the top dose activity, negative = active; hit rate 0.2% among 390,000; AID 602313; also: potency is read from the fitted curve at half-maximal effect; % of control where 0% means no effect; nearly all actives have a fitted effect of over 65% in size
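Fluorescence increase (Ex 488/Em 500-530) after overnight compound treatment at 37 deg C flags inhibition of Vif-driven A3F-eYFP loss in stable HeLa A3F-eYFP/Vif cells seeded overnight beforehand.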
D1 agonist = human D1 receptor agonism; HEK293 T-REx D1 cells, calcium flux, agonist mode; activation, % at 2 µM; hit rate 1% among 360,000; in the data active = activation above about 30%; also: 0% is about no effect
Target sequence (P21728 whole entry, looked up): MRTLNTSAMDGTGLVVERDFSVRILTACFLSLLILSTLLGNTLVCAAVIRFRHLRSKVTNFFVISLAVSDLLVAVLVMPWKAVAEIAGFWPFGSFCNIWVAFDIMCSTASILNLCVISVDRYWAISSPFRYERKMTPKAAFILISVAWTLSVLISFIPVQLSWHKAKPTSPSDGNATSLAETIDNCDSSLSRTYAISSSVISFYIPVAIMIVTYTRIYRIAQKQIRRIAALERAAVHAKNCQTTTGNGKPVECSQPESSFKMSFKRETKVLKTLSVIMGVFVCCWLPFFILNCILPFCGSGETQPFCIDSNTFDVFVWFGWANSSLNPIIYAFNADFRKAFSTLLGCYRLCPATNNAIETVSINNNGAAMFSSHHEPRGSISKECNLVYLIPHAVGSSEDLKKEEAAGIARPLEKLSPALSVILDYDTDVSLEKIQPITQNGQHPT
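Tetracycline-induced HEK293 TREx D1 cells, force-coupled to calcium signalling, were dye-loaded with a no-wash calcium kit. Compound was pin-added after a 10 s baseline. Fluorescence was read kinetically at 1 cycle/s for 180 s, with calcium rises flagged as agonism.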
D1 potentiator = potentiators of human D1 dopamine receptor. P21728. HEK293 TREx D1 cells, calcium flux, dopamine EC20 potentiation. potentiation, % at 10 µM. hit rate 0.036% among 360,000. AID 504651; in the data active = potentiation above about 30%; also: 0% is about no effect
D1 antag = antagonists of human D1 dopamine receptor; P21728; HEK293 TREx D1 cells, calcium flux, dopamine EC80; active compounds read low; activity change, negative = inhibition, % at 10 µM; hit rate 3.2% among 360,000; in the data active = activity change below about -30%; also: % is scaled to controls: 0 for no effect and ±100 for the full control effect
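Allosteric or orthosteric antagonism assessed as attenuation of the calcium response to EC80 dopamine, added 180 s after compound, in induced HEK293 Trex D1 cells loaded with no-wash calcium dye.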
GRP78 ERSR act = ER stress response induction in glioma; AID 602332; U87-MG GRP78 promoter luciferase reporter, 16 h; hit rate 0.02% among 420,000; Potency, µM, for inactives: at the top dose activation, most hits filed as activators; also: potency is read from the fitted curve at half-maximal effect; series mostly up to about 76 µM; % of control where 0% means no effect; nearly all actives have a fitted effect of over 35% in size
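ERSR induction read as luciferase luminescence (Bright-Glo, 10 min at room temperature) in stably transfected human U87-MG glioma cells exposed to compounds for 16 h, using GRP78 as sensor.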
Vif-A3G inh = inhibitors of Vif-APOBEC3G interaction; Potency, µM (top dose mostly 46.1 µM), without a hit: at the highest dose activity, negative = active, actives largely listed as inhibitors; Q9HC16; hit rate 0.076% among 410,000; HeLa A3G-eYFP + Vif (tagged APOBEC3G with the HIV-1 protein that degrades it), YFP fluorescence, overnight; AID 602310;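 also: potency is read from the fitted curve at half-maximal effect; % is scaled to controls: 0 for no effect and ±100 for the full control effect; nearly all actives have a fitted effect of over 60% in size; hits raise eYFP signal because A3G escapes Vif-driven loss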
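HeLa cells stably expressing Vif and C-terminally eYFP-tagged A3G, seeded overnight at 37 deg C, then exposed to compound by pintool overnight at 37 deg C. Rise in yellow fluorescence (Ex 488/Em 500-530, Acumen) marks blocked Vif-driven A3G degradation.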
RXFP1 antag = blocks the human relaxin receptor RXFP1. HEK293-RXFP1, relaxin-stimulated cAMP HTRF, 30 min; active compounds read low. activity change, negative = inhibition, % at 57.5 µM. hit rate 0.59% among 350,000. AID 1259400;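 active = activity change of -60% or lower, but not beyond a set lower limit; inconclusive = change between -60% and -40%, or beyond the set limit; inactive = change above -40%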; also: % is scaled to controls: 0 for no effect and ±100 for the full control effect
RXFP1 agonist = agonists of human relaxin receptor RXFP1. Q9HBX9. Potency, µM (series often up to 57.5 µM), for inactives: top-dose activation, hits mostly activators. HEK293T-RXFP1 cAMP TR-FRET, 30 min; response scale: percent of porcine relaxin response, buffer zero. hit rate 0.3% among 370,000; also: potency is read from the fitted curve at half-maximal effect; % is scaled to controls: 0 for no effect and ±100 for the full control effect; nearly all actives have a fitted effect of over 60% in size; many of its hits are not listed in these tables
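HEK293T cells stably expressing RXFP1 were pretreated with the PDE4 inhibitor Ro 20174, exposed to compounds for 30 min at 37C, lysed, and cAMP was read by TR-FRET. Data normalized to buffer (basal) and 29 nM porcine relaxin (100%).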
Active calls of the source: *; ? = inconclusive; . = no result given; & = joins results of further samples. Unless noted, calls follow the shape of the dose curve; as a rule, active = well fitted curve in the direction sought with a large enough effect; inconclusive = small, poorly fitted or top-dose-only effect, or another doubt; inactive = no such curve, though single readings can be large; an effect the other way counts as inactive or inconclusive. The list is partial; rates above refer to the full screens.

Second line of a record: D2 potentiator, RXFP1 antag, GRP78 ERSR act, D1 agonist, Vif-A3G inh, D1 potentiator, RXFP1 agonist, Vif-A3F inh, D1 antag
- CCOC(=O)COc1ccc(-c2nnc(-c3ccccc3)o2)cc1
  8, 1, -9%, 3, 0%, -8, 1.4%, -2%, -17
- COc1ccc(C2C=C(C34CC5CC(CC(C5)C3)C4)NC(=S)N2)cc1OC (stereo not drawn)
  -2, ., 1%, 2, 0%, 21, 1.4%, ?, 7
- CC1CCCCN1N=Nc1nc2c([nH]1)c(=O)n(C)c(=O)n2C (stereo not drawn)
  ., 23, -1%, ., 5%, ., ., 7%, .
- O=C(O)C1CC=CCC1C(=O)NCc1ccc2c(c1)OCO2 (stereo not drawn)
  7, -1, 3%, 2, -1%, -5, -0.3%, -7%, 3
- C/C(=N\S(=O)(=O)c1ccc(C)cc1)N1CCCCC1
  -1, 2, -1%, 3, -4%, 3, 1.2%, 8%, 1
- CCOC(=O)c1ccc(N2C(=O)CC(SCC(N)C(=O)OCC)C2=O)cc1 (stereo not drawn)
  -8, 3, ?, 3, 1%, -1, 1.6%, -8%, 1
- CS(=O)(=O)N(CC(=O)N1CCc2ccccc2C1)c1cccc(F)c1
  5, -7, 2%, 3, 1%, -5, 1.3%, -1%, -18
- COc1ccc(NC(=O)CCCCC(=O)Nc2ccc(OC)cc2)cc1
  -9, 16, -3%, 0, -3%, 5, 1.7%, -4%, -2
- COc1ccc(CCNC(=O)Nc2ccc3c(c2)OCO3)cc1OC
  -13, -4, -2%, 0, -4%, -6, -0.3%, -8%, -2
- O=C1C2CC=CCC2C(=O)N1c1ccc(N2CCN(c3ccccn3)CC2)c([N+](=O)[O-])c1 (stereo not drawn)
  -22, -31, 0%, 14, 3%, -4, 1.2%, 0%, -36*
- CN(C)S(=O)(=O)c1ccc(N2CCCC2)c(C(=O)Nc2nc3ccccc3s2)c1
  -6, ., ?, 4, -5%, -4, 2.0%, 4%, 9
- NS(=O)(=O)Cc1noc2ccccc12
  ., 5, 0%&0%&0%&-4%, 8, 0%&3%, -5, 2.5%, 2%&2%, 7
- CCc1ccc(/C=C2\SC(=S)N(CCCC(=O)N3CCN(C)CC3)C2=O)cc1
  ., -6, -11%, ., 4%, ., ., 1%, .
- N#Cc1c(N)n(CCOC(=O)c2ccc(Cl)cc2)c2nc3ccccc3nc12
  7, -1, 4%, 12, -5%, -4, 4.5%, -1%, 0
- CC(C)CNc1nc(SCC(=O)Nc2ccccc2)nc(N2CCOCC2)n1
  12, -10, -7%, 0, -8%, -1, 2.0%, -21%, -9
- CC1(C)C(=O)OC(c2cccn2-c2ccc([N+](=O)[O-])cc2)C(C)(C)C1=O (stereo not drawn)
  0, -12, -5%, -1, -3%, -2, -0.2%, -20%, -8
- COc1ccc(C(CC(=O)O)NC(=O)Nc2ccccc2)cc1OC (stereo not drawn)
  0, -5, -1%, 4, 2%, -1, -0.3%, 12%, -1
- Cc1cn2c(N)c(/C=C3\C=Nc4ccccc43)c(=O)nc2s1
  12, -4, ?, 2, -3%, 1, -1.0%, -11%, 2
- Cc1c(NS(=O)(=O)c2ccc(Cl)c(C(=O)OCC(=O)NCc3ccco3)c2)c(=O)n(-c2ccccc2)n1C
  -3, -9, -1%, 10, -3%, -9, 0.1%, -10%, 23
- COc1ccc([C@H]2CC(=O)C=C(c3ccc(F)cc3OCc3ccccc3)C2)cc1OC
  12, ., -4%, 8, 3%, 3, -2.5%, 5%, 0

Later entries:
Second line of a record: D2 potentiator, RXFP1 antag, GRP78 ERSR act, D1 agonist, Vif-A3G inh, D1 potentiator, RXFP1 agonist, Vif-A3F inh, D1 antag
- Cc1ccc(CCNC(=O)c2oc(=O)c3ccccc3c2-c2ccc(C)cc2)cc1
  1, ., 1%, 4, 0%, 5, -0.7%, 0%, -1
- CCC(C(=O)NCCC(C)C)n1ccc2cc(S(=O)(=O)N3CCCCC3)ccc21 (stereo not drawn)
  0, -2, -3%, 6, 5%, -5, 3.2%, -6%, -7
- Cc1cc2nccc(-c3ccc(Cl)cc3Cl)n2n1
  13, -6, 6%, 0, -6%, -5, 3.8%, 0%, -6
- C#CCn1cc(Cl)cc(C(=O)Nc2ccccc2)c1=O
  0, 4, 8%, 2, 2%, -11, 3.5%, -23%, -8
- CCCCCn1c(=O)[nH]c2cc(C(=O)N3CCN(c4ccc(F)cc4)CC3)ccc2c1=O
  ., -23, -5%, ., 1%, ., ., 14%, .
- Cc1noc(Cn2c(=O)c3cc4c(cc3n(CC(=O)Nc3cccc(Cl)c3)c2=O)OCO4)n1
  -4, -8, 5%, 5, -3%, 0, -3.8%, -2%, 5
- COc1cc(/C=N/NC(N)=O)ccc1OC(=O)c1cccs1
  3, -2, -2%, 2, -1%, -11, 0.9%, 5%, -1
- CC(C)CCCCCCCCCCCCC(=O)NCC(=O)NC1C(C)OC(Nc2ncnc3nc[nH]c23)C(O)C1O (stereo not drawn)
  ., -12, -4%, ., -9%, ., ., -2%, .
- CCOC(=O)CC(NC(=O)CCc1c(C)nc2ncnn2c1C)c1ccc(OC(C)C)cc1 (stereo not drawn)
  9&3, -6, -4%&-3%, -1&3, -5%&0%, -8&4, ?, -11%&-3%, 2&-2
- Cc1nnc(NC(=O)CSc2nnc(CNC(=O)c3ccccc3)n2-c2ccccc2)s1
  4, -3, -3%, 1, 7%, -4, 0.8%, 0%, -1
- Cc1nn(C)c(C)c1CNC(=O)/C=C/c1ccccc1F
  -11, ., -2%, 4, 1%, -3, -0.3%, 2%, -1
- O=C(CCNC(=O)C1CCN(S(=O)(=O)c2ccccc2)CC1)NCc1ccc(Cl)cc1
  9, 7, -4%, 1, -1%, -2, -4.4%, 10%, -9
- COc1ccccc1Cn1c(SCC(N)=O)nc2c(oc3ccccc32)c1=O
  4, -8, -1%, 1, -2%, -1, -1.7%, -2%, -9
- CC(C)NC(=O)NC(=O)COC(=O)c1ccccc1F
  -3, 7, -4%, 0, 2%, 3, -0.2%, 2%, 5
- CCn1c2ccc(C)cc2c2nc3cc(C(=O)O)ccc3nc21
  ., -6, 5%, 1, -16%, 8, 4.7%, 6%, 3
- Cc1ccc(C(=O)NCC(C)(C)N2CCOCC2)s1
  -5, -3, -3%, 2, -5%, -2, 2.4%, -12%, 2
- Cc1c(C(=O)NCc2ccco2)oc2c(F)cccc12
  -7, -10, 0%, 1, -4%, -7, -0.8%, 0%, -20
- CCOc1ccc(NC(=O)c2cc3c(=O)n(C)c4ccccc4c3n2C)cc1
  -4, ., -1%, 0, 1%, ., 7.5%, -7%, -3
- Cc1cccc2c(=O)oc(-c3ccccc3Cl)nc12
  -6, ?, 2%, 1, -2%, 6, -4.6%, 8%, 0
- CCCC(=O)Nc1ccc(-c2csc(-c3cccnc3)n2)cc1
  0, -11, -5%, 2, -5%, -1, 0.7%, 7%, -2

Next part
Second line of a record: D2 potentiator, RXFP1 antag, GRP78 ERSR act, D1 agonist, Vif-A3G inh, D1 potentiator, RXFP1 agonist, Vif-A3F inh, D1 antag
- COc1ccc(Cl)cc1NC(=O)CN(C)C1CCCCC1
  -12, -14, -3%, 2, 0%, 5, 0.7%, -5%, 10
- CN1CCOc2cc(S(=O)(=O)Nc3ccc(F)cc3)ccc21
  4, 1, -4%, 13, -5%, -3, -2.8%, 5%, -8
- COc1ccc(-c2cn(-c3ccccc3)nc2CO)cc1
  1, -9, 2%, 3, -6%, -6, -2.0%, -2%, -18
- COCCN(C(=O)COC(=O)/C=C/c1ccc2c(c1)OCO2)c1c(N)n(Cc2ccccc2)c(=O)[nH]c1=O
  4, -2, -4%, 3, 1%, -4, 0.5%, -2%, 1
- Cc1cc(C)n2nc(SCC(=O)N3CCCC(C)C3)nc2n1 (stereo not drawn)
  ., 7, -1%, ., 3%, ., ., 4%, .
- CO/N=C/c1ccc(N2CCN(C(=O)c3ccc(Cl)cc3Cl)CC2)c([N+](=O)[O-])c1
  -6, 22, -2%, 25, 3%, -6, 0.6%, 4%, -23
- CN(C)c1ccc(NC(=O)CSC2=Nc3ccccc3C3=NC(CC(=O)NCc4ccc5c(c4)OCO5)C(=O)N23)cc1 (stereo not drawn)
  -16, -30, 4%, 0, -1%, -5, -0.1%, -3%, 23
- CN(c1ccccc1)S(=O)(=O)c1ccc(NC(=O)C2CC2)cc1
  13, 4, -1%, 2, 0%, -1, -0.2%, -14%, -5
- Cc1nc2ccccc2c(=O)n1/N=C/c1ccc(F)cc1
  3, 6, 3%, 1, 0%, -6, 5.6%, 7%, -28
- Cc1ccc(-c2nc3cnccn3c2Nc2ccc3c(c2)OCO3)cc1
  18, -16, -1%, 0, -19%, 0, 0.4%, -1%, 6
- CCc1ccccc1NS(=O)(=O)c1ccc2[nH]cc(C(=O)NCc3ccco3)c(=O)c2c1
  10, -4, -1%, 0, -1%, -6, -0.1%, 6%, 9
- CCOC(=O)C1CCN(C(=O)c2cc(C)n(C(C)(C)C)n2)CC1
  2, -13, 4%, 3, -7%, 0, -4.9%, -5%, 3
- CCOc1ccc(C(=O)N2CCN(Cc3ccccc3)CC2)cc1
  12, 11, -2%, 2, 0%, -3, -0.1%, 0%, -6
- CCN(CC)CCn1c(=S)[nH]c2ccc(Br)cc2c1=O
  ., 1, -3%, 3, 2%, 0, 4.1%, ?, -13
- CCn1nc(C)c(Br)c1C(=O)Sc1ccccc1Cl
  ., -21, -12%, 1, -19%, -3, 10%, 6%, 0
- CC(C)(C)c1cc(NC(=O)COc2ccc(Br)cc2)n(-c2ccccc2)n1
  2, -12, -7%, 3, 0%, -6, 0.2%, -6%, 2
- Cc1ccc([N+](=O)[O-])cc1NC(=O)c1ccc2c(c1)OCO2
  3, -1, 1%, 0, -4%, 4, 0.0%, 5%, -6
- CCOc1ccc(NC(=O)Cn2c(=O)n(Cc3nc(-c4ccccc4)no3)c(=O)c3ccccc32)cc1
  -3, -8, -4%, 2, 1%, 0, 4.2%, 2%, -10
- CCn1c(CNc2cccc(Cl)c2)nnc1SCC(=O)OC1CCCCC1
  6, 10, 1%, 36*, -1%, -4, -1.3%, -4%, -43*
- COc1ccc(CN(C)C[C@@H]2OCCCC[C@@H](C)Oc3ccc(N(C)C)cc3C(=O)N([C@H](C)CO)C[C@@H]2C)cc1
  ., -11, -4%, ., -5%, ., ., -1%, .
- O=C(NC(=S)Nc1ccccc1O)c1cncc(Br)c1
  ., -6, -1%, ., -12%, ., ., ?, .
